PostGolgi ctrl = growth inhibition of yeast control strain, primary screen, counter-screen for post-Golgi transport modulator project | 98,000 tested, 5% active | efflux-deficient yeast background strain, growth absorbance A615, 16 h | AID 738, 2007 | inhibition, % at 10 µM; in the data active = inhibition above about 30%
PTPN22 act = LYP phosphatase activators, primary screen, biochemical, DiFMUP fluorescence, 2 µM; recombinant LYP; 0 = plate median, 100 = signal doubled; AID 697, 2007; activation, % at 2 µM; 96,000 tested, 0.11% active; Tyrosine-protein phosphatase non-receptor type 22 (Homo sapiens), Q9Y2R2;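 active = activation at 2 µM above a set limit, the mean plus 5 SD, cut at about 37% in these data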
sEH activator = soluble epoxide hydrolase activators, primary screen, biochemical, human sEH; purified human sEH enzymatic activity, activator screen; activation, % at 2 µM; 91,000 tested, 0.04% active; AID 717, 2007; in the data active = activation above about 37%; note: values of inactives mirror those of a sister screen read the other way
Target sequence (P34913 whole entry, looked up): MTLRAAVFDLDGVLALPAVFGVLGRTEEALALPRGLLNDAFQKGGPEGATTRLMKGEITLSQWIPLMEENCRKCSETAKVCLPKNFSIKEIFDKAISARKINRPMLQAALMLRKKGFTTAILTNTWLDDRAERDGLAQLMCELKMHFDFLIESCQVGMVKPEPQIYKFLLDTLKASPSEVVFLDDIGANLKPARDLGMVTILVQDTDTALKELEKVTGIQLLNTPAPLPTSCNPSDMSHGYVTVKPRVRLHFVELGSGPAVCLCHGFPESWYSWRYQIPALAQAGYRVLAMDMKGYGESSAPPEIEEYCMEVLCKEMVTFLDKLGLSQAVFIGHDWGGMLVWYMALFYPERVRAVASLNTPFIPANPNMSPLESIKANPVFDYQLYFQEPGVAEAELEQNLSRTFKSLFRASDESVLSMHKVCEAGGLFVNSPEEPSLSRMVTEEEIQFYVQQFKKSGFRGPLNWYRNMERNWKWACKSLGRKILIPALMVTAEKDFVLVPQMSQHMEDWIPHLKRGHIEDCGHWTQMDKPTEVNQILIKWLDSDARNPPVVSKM
S1P2 blocker = human S1P2 receptor antagonists, primary screen, cell-based; AID 736, 2007; Sphingosine 1-phosphate receptor 2 (Homo sapiens), O95136; inhibition, % at 5 µM; cell-based S1P2 antagonist assay, inhibition at 5 uM; 97,000 tested, 0.21% active; in the data active = inhibition above about 45%;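 note: CRE beta-lactamase reporter cells expressing human S1P2 stimulated with S1P; 0% = agonist at EC80 alone and 100% = agonist plus reference antagonist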
Target sequence (O95136 whole entry, looked up): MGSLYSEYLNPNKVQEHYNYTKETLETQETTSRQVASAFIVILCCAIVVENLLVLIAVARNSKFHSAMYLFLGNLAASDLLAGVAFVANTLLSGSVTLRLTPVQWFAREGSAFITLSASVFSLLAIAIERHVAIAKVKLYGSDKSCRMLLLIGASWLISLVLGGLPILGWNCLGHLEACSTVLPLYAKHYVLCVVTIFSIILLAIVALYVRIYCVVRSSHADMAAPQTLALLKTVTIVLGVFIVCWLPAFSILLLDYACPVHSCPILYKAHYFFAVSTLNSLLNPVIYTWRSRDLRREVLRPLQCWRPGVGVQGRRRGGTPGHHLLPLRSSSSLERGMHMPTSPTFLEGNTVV
S1P2 agonist = S1P2 receptor agonists, primary screen, cell-based; S1P2-expressing cell line, agonist reporter read-out; activation, % at 4.5 µM; 97,000 tested, 0.46% active; in the data active = activation above about 16%;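 note: 0% = vehicle low control and 100% = maximal reference agonist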
sEH inhibitor = soluble epoxide hydrolase inhibitors, primary screen, biochemical, human sEH; Bifunctional epoxide hydrolase 2 (Homo sapiens), P34913; recombinant human sEH enzymatic activity assay; inhibition, % at 2 µM; 91,000 tested, 0.34% active; in the data active = inhibition above about 80%; note: values of inactives mirror those of a sister screen read the other way; many of its hits are not listed in these tables
HUVEC inhibit = inhibitors of HUVEC proliferation, primary screen, cell-based, 384-well. CellTiter-Glo luminescence, 72 h; hits give low values. viability, % at 10 µM (by protocol). 86,000 tested, 1.1% active. AID 648, 2007;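 active = viability at or below 30%; inactive = viability above 30%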;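 note: 100% = median luminescence of DMSO-only cell control wells on each plate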
H69AR growth 86K = proliferation blockers of H69AR lung cancer cells, primary screen, cell-based, human, 86K library | 85,000 tested, 6% active | AID 598, 2007 | H69AR lung tumor viability, ATP luminescence, 72 h; hits give low values | viability, % at 10 µM;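 active = viability at or below 40%; inactive = viability above 40%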;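 note: multidrug resistant small cell line overexpressing MRP-1 efflux transporter; 100% = mean luminescence of untreated control wells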
Lung fibro prol = antiproliferative effect on LL 47 fibroblasts – human, LL 47 cells, CellTiter-Glo luminescence, primary screen; LL 47 human lung fibroblast viability, ATP luminescence; hits give low values; AID 719, 2007; viability, % at 10 µM; 85,000 tested, 1.1% active;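 active = viability at or below 50% in the single dose screen; inactive = viability above 50%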;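 note: compound exposure lasted 72 h before the ATP readout; 100% = median luminescence of untreated cell-only wells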
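Benchmarks: Cell-only wells, no compound | Test system: LL 47 human lung fibroblasts, passage 12 or lower | Input: 1,150 cells/well | Measured by: CellTiter-Glo luminescence measuring cellular ATP | Medium: IMEM, 15% FBS supplement | Schedule: Overnight attachment after seeding, then 72 h compound exposure at 37 °C | Doses: Compound addition at 0.1% DMSO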
Active calls of the source: *. These rows are one share of the data; the hit share may differ from the screen's.

For CCCCC(=O)OCc1cn(-c2ccc(Cl)cc2)nn1 the results were PostGolgi ctrl 12, PTPN22 act 2, sEH activator -1, S1P2 blocker 13, S1P2 agonist -4 and sEH inhibitor 0.
Cc1cc(C(=O)NCC(C)C)c2ccccc2n1 was read as PostGolgi ctrl 1, PTPN22 act 6, sEH activator 15, S1P2 blocker 12, S1P2 agonist -11 and sEH inhibitor -18.
Screening Cc1cc(NC(=O)c2noc3c2CCc2ccccc2-3)no1 returned PostGolgi ctrl -4, HUVEC inhibit 113, H69AR growth 86K 95 and Lung fibro prol 100.
`Cc1cc(C)c2cc(C#N)c(SCC(=O)NCc3ccco3)nc2c1` gave PostGolgi ctrl 7, PTPN22 act 5, sEH activator -11, S1P2 blocker -22, S1P2 agonist -4, sEH inhibitor 11, HUVEC inhibit 63, H69AR growth 86K 40 and Lung fibro prol 105.
CC12CCC(C(=O)NCc3ccc4c(c3)OCO4)(OC1=O)C2(C)C (configuration not stated) was read as PostGolgi ctrl 33*, PTPN22 act -4, sEH activator 8, S1P2 blocker -16, S1P2 agonist -3, sEH inhibitor -4, HUVEC inhibit 104, H69AR growth 86K 98 and Lung fibro prol 98.
`CN1C(=O)N(c2cccc3ccccc23)C(n2cncn2)C1(C)C` (configuration not stated) gave PostGolgi ctrl 6, PTPN22 act 4, sEH activator 11, S1P2 blocker 2, S1P2 agonist -7, sEH inhibitor -13, HUVEC inhibit 94, H69AR growth 86K 98 and Lung fibro prol 99.
Screening Cc1ccc2c(c1)nnn2C1CCN(CC(=O)N2CCN(c3ccc(F)cc3)CC2)CC1 returned PostGolgi ctrl 5, PTPN22 act -8, sEH activator 6, S1P2 blocker -23, S1P2 agonist -1, sEH inhibitor -7, HUVEC inhibit 96, H69AR growth 86K 79 and Lung fibro prol 93.
For N#C/C(C(=O)NCc1ccco1)=C1/SC(Cc2ccc(F)cc2)C(=O)N1c1ccccc1 (configuration not stated) the results were PostGolgi ctrl 1, HUVEC inhibit 87, H69AR growth 86K 97 and Lung fibro prol 103.
`Cc1nc(N)c(C#N)c(-c2ccccc2Cl)c1C` gave PostGolgi ctrl 3, PTPN22 act -6, sEH activator -9, S1P2 blocker 3, S1P2 agonist -6, sEH inhibitor 8, HUVEC inhibit 95, H69AR growth 86K 101 and Lung fibro prol 107.
Screening CC(C)c1ccc(N2CCN(C(=O)c3ccccc3NC(=O)/C=C\C(=O)O)CC2)cc1 returned PostGolgi ctrl 4, PTPN22 act -8, sEH activator 6, S1P2 blocker 8, S1P2 agonist -1 and sEH inhibitor -2.
For Cc1ccc(-c2nnc(SCC(=O)N3CCOCC3)nc2-c2ccc(C)cc2)cc1 the results were PostGolgi ctrl -3, PTPN22 act 0, sEH activator 5, S1P2 blocker -29, S1P2 agonist -9, sEH inhibitor -4, HUVEC inhibit 98, H69AR growth 86K 19* and Lung fibro prol 98.
Screening CCCC(C)c1nnc(NC(=O)CS(=O)(=O)Cc2ccccc2)s1 (configuration not stated) returned PostGolgi ctrl 4, PTPN22 act 0, sEH activator 3, S1P2 blocker 8, S1P2 agonist -6, sEH inhibitor 1, HUVEC inhibit 93, H69AR growth 86K 100 and Lung fibro prol 97.

Molecules from the list above that have a furan ring, fused or not, in the order listed:
`Cc1cc(C)c2cc(C#N)c(SCC(=O)NCc3ccco3)nc2c1` gave PostGolgi ctrl 7, PTPN22 act 5, sEH activator -11, S1P2 blocker -22, S1P2 agonist -4, sEH inhibitor 11, HUVEC inhibit 63, H69AR growth 86K 40 and Lung fibro prol 105.
For N#C/C(C(=O)NCc1ccco1)=C1/SC(Cc2ccc(F)cc2)C(=O)N1c1ccccc1 (configuration not stated) the results were PostGolgi ctrl 1, HUVEC inhibit 87, H69AR growth 86K 97 and Lung fibro prol 103.

Next results
For CN(CCc1ccccn1)S(=O)(=O)c1ccc2c3c(cccc13)C(=O)N2 the results were PostGolgi ctrl 9, PTPN22 act 3, sEH activator -6, S1P2 blocker -9, S1P2 agonist -3, sEH inhibitor 9, HUVEC inhibit 99, H69AR growth 86K 75 and Lung fibro prol 97.
For CCn1c(/N=C/c2c[nH]c3ccccc23)nc2ccccc21 the results were PostGolgi ctrl 3, PTPN22 act 9, sEH activator 2, S1P2 blocker 5, S1P2 agonist -4, sEH inhibitor 0, HUVEC inhibit 67, H69AR growth 86K 71 and Lung fibro prol 99.
`COC(=O)Nc1ccc(S(=O)(=O)N2CCC(C)CC2)cc1` gave PostGolgi ctrl 18, PTPN22 act 9, sEH activator -11, S1P2 blocker -7, S1P2 agonist 2, sEH inhibitor 13, HUVEC inhibit 90, H69AR growth 86K 74 and Lung fibro prol 90.
`O=C(OCc1cc2ccccc2[nH]c1=O)c1cccnc1` gave PostGolgi ctrl 3, PTPN22 act -6, sEH activator -7, S1P2 blocker 14, S1P2 agonist 0, sEH inhibitor 7, HUVEC inhibit 116, H69AR growth 86K 109 and Lung fibro prol 96.
CCCN(CCC)C(=S)NC(=O)c1ccc(-c2ccccc2)cc1 was read as PostGolgi ctrl 0, PTPN22 act 6, sEH activator -6, S1P2 blocker 1, S1P2 agonist -2 and sEH inhibitor 6.
O=C(Nc1ccc(O)cc1)C1CCCN1S(=O)(=O)c1ccc(F)cc1 (configuration not stated) was read as PostGolgi ctrl 4, HUVEC inhibit 100, H69AR growth 86K 97 and Lung fibro prol 107.
CC1=C(C(N)=O)C(c2ccc(Cl)cc2Cl)n2ncnc2N1 (configuration not stated) was read as PostGolgi ctrl -7, PTPN22 act 4, sEH activator -8, S1P2 blocker 15, S1P2 agonist -3, sEH inhibitor 8, HUVEC inhibit 97 and Lung fibro prol 102.
Cc1ccsc1C(=O)OCC(=O)c1cc(C)n(CC2CCCO2)c1C (configuration not stated) was read as PostGolgi ctrl 5, PTPN22 act 2, sEH activator -1, S1P2 blocker -20, S1P2 agonist -2, sEH inhibitor 3, HUVEC inhibit 102, H69AR growth 86K 71 and Lung fibro prol 81.
Screening COc1cc(CNn2nnnc2N)cc(Br)c1OCc1c(Cl)cccc1Cl returned PostGolgi ctrl 12, PTPN22 act -8, sEH activator 10, S1P2 blocker -8, S1P2 agonist -3, sEH inhibitor -14, HUVEC inhibit 77, H69AR growth 86K 57 and Lung fibro prol 91.
CCC(CC)C(=O)Nc1cccc(C(=O)Nc2ccc(OC)cc2[N+](=O)[O-])c1 was read as PostGolgi ctrl 3, PTPN22 act 15, sEH activator 7, S1P2 blocker 11, S1P2 agonist -8 and sEH inhibitor -5.
`CCNC(=O)n1nccc1C(C)Oc1cccc(C(F)(F)F)c1` (configuration not stated) gave PostGolgi ctrl 35*, PTPN22 act -8, sEH activator 3, S1P2 blocker 6, S1P2 agonist -3 and sEH inhibitor -4.
For Cc1nc2c(C(=O)N3CCCC3)cnn2c(C)c1Cc1c(F)cccc1Cl the results were PostGolgi ctrl 2, PTPN22 act -1, sEH activator -48, S1P2 blocker 6, S1P2 agonist -3, sEH inhibitor 46, HUVEC inhibit 94, H69AR growth 86K 77 and Lung fibro prol 102.

An excerpt from the list above:
Screening COc1cc(CNn2nnnc2N)cc(Br)c1OCc1c(Cl)cccc1Cl returned PostGolgi ctrl 12, PTPN22 act -8, sEH activator 10, S1P2 blocker -8, S1P2 agonist -3, sEH inhibitor -14, HUVEC inhibit 77, H69AR growth 86K 57 and Lung fibro prol 91.
CCC(CC)C(=O)Nc1cccc(C(=O)Nc2ccc(OC)cc2[N+](=O)[O-])c1 was read as PostGolgi ctrl 3, PTPN22 act 15, sEH activator 7, S1P2 blocker 11, S1P2 agonist -8 and sEH inhibitor -5.
`CCNC(=O)n1nccc1C(C)Oc1cccc(C(F)(F)F)c1` (configuration not stated) gave PostGolgi ctrl 35*, PTPN22 act -8, sEH activator 3, S1P2 blocker 6, S1P2 agonist -3 and sEH inhibitor -4.
For Cc1nc2c(C(=O)N3CCCC3)cnn2c(C)c1Cc1c(F)cccc1Cl the results were PostGolgi ctrl 2, PTPN22 act -1, sEH activator -48, S1P2 blocker 6, S1P2 agonist -3, sEH inhibitor 46, HUVEC inhibit 94, H69AR growth 86K 77 and Lung fibro prol 102.

Going on with the list.
`Cc1nccn1CCc1n[nH]c(=S)n1Cc1ccccc1` gave PostGolgi ctrl 19, PTPN22 act -5, sEH activator 6, S1P2 blocker 21, S1P2 agonist -5, sEH inhibitor -4, HUVEC inhibit 93, H69AR growth 86K 92 and Lung fibro prol 102.
`CCN(CC)CCNC(=O)C(C(=O)c1ccccc1)n1ccccc1=O` (configuration not stated) gave PostGolgi ctrl 6, PTPN22 act 9, sEH activator -13, S1P2 blocker 20, S1P2 agonist -5, sEH inhibitor 13, HUVEC inhibit 94, H69AR growth 86K 92 and Lung fibro prol 99.
O=[N+]([O-])c1nn(-c2ccc3c(c2)OCCO3)n(O)c1=NC1CCCCCC1 was read as PostGolgi ctrl 14, PTPN22 act -4, sEH activator -1, S1P2 blocker -5, S1P2 agonist -7, sEH inhibitor 3, HUVEC inhibit 123, H69AR growth 86K 88 and Lung fibro prol 102.
CC12CCC(C(=O)N(CSC(=S)N/N=C\c3ccccc3O)C1=O)C2(C)C (configuration not stated) was read as PTPN22 act -13, sEH activator -5, S1P2 blocker 7, S1P2 agonist -5, sEH inhibitor 7, HUVEC inhibit 80, H69AR growth 86K 45 and Lung fibro prol 80.
For Cc1cccc(NCc2ccccc2O)n1 the results were PostGolgi ctrl 2, PTPN22 act 3, sEH activator -1, S1P2 blocker 13, S1P2 agonist -6, sEH inhibitor 1, HUVEC inhibit 86, H69AR growth 86K 103 and Lung fibro prol 102.
Cc1ccc(C)c(NC(=O)C2C3CCCC2C3c2ccccc2)c1 (configuration not stated) was read as PostGolgi ctrl 20, PTPN22 act 11, sEH activator 0, S1P2 blocker 7, S1P2 agonist -4 and sEH inhibitor 3.
`Cc1occc1-c1nnc(SCC(=O)NCC2CCCO2)n1C` (configuration not stated) gave PostGolgi ctrl -3, PTPN22 act 4, sEH activator 2, S1P2 blocker 5, S1P2 agonist -2, sEH inhibitor -1, HUVEC inhibit 106, H69AR growth 86K 93 and Lung fibro prol 97.
CC(=O)Nc1ccc(S(=O)(=O)Oc2ccc(N3C(=O)C4CCCCC4C3=O)cc2)cc1 (configuration not stated) was read as PostGolgi ctrl 5, PTPN22 act -5, sEH activator 9, S1P2 blocker 27, S1P2 agonist -5 and sEH inhibitor -9.
`O=C(NCc1ccco1)c1ccc(Cn2c(=O)c3ccccc3n(Cc3cccc(Cl)c3)c2=O)cc1` gave PostGolgi ctrl 15, PTPN22 act 6, sEH activator -18, S1P2 blocker 3, S1P2 agonist -6, sEH inhibitor 15, HUVEC inhibit 62, H69AR growth 86K 31* and Lung fibro prol 68.
O=C(COC(=O)c1cccs1)NCc1ccc2c(c1)OCO2 was read as PostGolgi ctrl 16, HUVEC inhibit 109, H69AR growth 86K 91 and Lung fibro prol 99.
For COc1ccc(-c2nc(CCNS(=O)(=O)c3ccc4c(c3)OCCO4)cs2)cc1 the results were PostGolgi ctrl 23, PTPN22 act 0, sEH activator -1, S1P2 blocker 1, S1P2 agonist -5, sEH inhibitor 0, HUVEC inhibit 96, H69AR growth 86K 84 and Lung fibro prol 93.
For CCCCn1c(=S)[nH]c2c(oc3ccc(Cl)cc32)c1=O the results were PTPN22 act -3, sEH activator -6, S1P2 blocker -11, S1P2 agonist -4, sEH inhibitor 7, HUVEC inhibit 80, H69AR growth 86K 59 and Lung fibro prol 90.

Source: PubChem (several laboratories)
